High-throughput results from PubChem BioAssay.
Pf growth 96h – P. falciparum growth inhibition at 96 hour, primary screen for plastid delayed-death inhibitors. Potency, µM (doses to about 28.7 µM), without a hit: at the top dose activity change, negative = inhibition, most hits filed as inhibitors. 320,000 compounds, 6.9% hits. P. falciparum luciferase reporter growth, 96 h. AID 504834; note: potency is the fitted concentration of half-maximal effect; % is set by controls: 0 for no effect and ±100 for the full control effect
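Compounds incubated with erythrocytes infected by luciferase-expressing P. falciparum (2% hematocrit, 0.05% parasitemia final) for 96 hours, 37 C in 5% CO2. Growth inhibition scored as decreased luciferase luminescence.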
Pf growth 48h – P. falciparum growth inhibition at 48 hours (one generation); P. falciparum luciferase growth in erythrocytes, 48 h; 310,000 compounds, 5.9% hits; Potency, µM (doses to about 28.7 µM), inactives show at the top dose activity change, negative = inhibition, usual class: inhibitors; note: potency is the fitted concentration of half-maximal effect; % is set by controls: 0 for no effect and ±100 for the full control effect
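Luciferase-expressing parasites in RBCs, 2% Hct / 0.1% parasitemia final; RPMI 1640 + 0.5% Albumax; 37 C, 5% CO2, one generation; luminescence read-out, lower signal = inhibition.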
Cycloheximide cs – counter-screen for Shiga toxin inhibitors: cycloheximide protein synthesis inhibition. cell reporter, cycloheximide protein synthesis inhibition counterscreen. max response, %. 300,000 compounds, 12% hits. AID 2314; in the data active = max response mostly above about 13%, no sharp cut-off; inactive = mostly below about 14%; note: read at 38.3 µM for the half of the compounds with a filed dose; 0% is about no effect
Shiga toxin inh – Shiga toxin inhibition; 290,000 compounds, 9.2% hits; Vero cells, Shiga toxin protein synthesis inhibition reporter; inhibition, % at 38.7 µM; in the data active = inhibition mostly above about 28%, no sharp cut-off; inactive = mostly below about 43%; note: 0% is about no effect
HCV inhibitor – blocks hepatitis C virus; Huh7.5.1 HCVcc-Cre infection, luciferase reporter, 44 h; Potency, µM (highest dose often 41.8 µM), inactives show at the top dose activity change, negative = inhibition, most hits filed as inhibitors; 340,000 compounds, 3.4% hits; AID 651820; note: potency is the fitted concentration of half-maximal effect; % is set by controls: 0 for no effect and ±100 for the full control effect
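Cells seeded at 1,000/well and cultured 4 h, then compounds added followed by HCVcc-Cre virus (~0.5 moi). After 44 h further culture, luciferase substrate was added, plates held 15 min at room temperature, and luminescence read for 15 sec.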
FBPA Giardia inh – inhibitors of Giardia lamblia fructose-1,6-bisphosphate aldolase; Potency, µM (doses to about 59.6 µM), for inactives: at the top dose activity, negative = inhibition, actives largely listed as inhibitors; 290,000 compounds, 0.71% hits; AID 2451; A8B2U2; purified Giardia FBPA; note: potency is the fitted concentration of half-maximal effect; % is set by controls: 0 for no effect and ±100 for the full control effect; nearly all actives have a fitted effect of over 55% in size
Target sequence (A8B2U2 whole entry, looked up): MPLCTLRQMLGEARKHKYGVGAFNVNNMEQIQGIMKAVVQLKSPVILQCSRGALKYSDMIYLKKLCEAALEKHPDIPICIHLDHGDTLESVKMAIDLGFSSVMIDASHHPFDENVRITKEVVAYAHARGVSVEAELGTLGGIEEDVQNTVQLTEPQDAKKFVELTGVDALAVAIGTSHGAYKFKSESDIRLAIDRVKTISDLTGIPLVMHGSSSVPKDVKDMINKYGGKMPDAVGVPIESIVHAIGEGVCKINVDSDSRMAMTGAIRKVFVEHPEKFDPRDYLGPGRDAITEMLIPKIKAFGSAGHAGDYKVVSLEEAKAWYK
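40 nM FBPA preincubated 10 min at RT with compound (up to 57.5 uM final), then substrate plus GAPDH/TPI/NAD/arsenate coupling and diaphorase/resazurin added. Fluorescence read after 20 min at RT, 525/598 nm.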
Starred values were filed as active, the others as inactive; i = inactive; ? = inconclusive; . = not tested or not shown; & = joins results of further samples; [ ] = dose if it differs, or a comment. Unless noted, calls come from the whole dose curve; as a rule, active = well fitted curve in the direction sought with a large enough effect; inconclusive = small, poorly fitted or top-dose-only effect, or another doubt; inactive = no such curve, though single readings can be large; an effect the other way counts as inactive or inconclusive.

Order of results: HCV inhibitor, Pf growth 48h, Pf growth 96h, Cycloheximide cs, Shiga toxin inh, FBPA Giardia inh
Cc1c(NC(=S)NC(=O)c2sc3ccccc3c2Cl)cccc1C(=O)O
→ 1%, 236%[activator], -27%, 61*, 161*, -21%
COc1ccccc1-c1ccc(NC2CCCC2)nn1
→ ?, 89%[activator], ?, 24*, 55*, -4%
O=C1c2cccc3c([N+](=O)[O-])ccc(c23)C(=O)N1c1ccccn1
→ ?, 0%, -12%, 3, 24, .
CCN(CC)c1nc(SCCOC(=O)Nc2ccccc2)nc(N(CC)CC)n1
→ ?, ?, 10µM*, 16*, 29, -3%
CCCOc1cccc(C2/C(=C(/O)c3ccc4c(c3)CC(C)O4)C(=O)C(=O)N2CCN2CCOCC2)c1 (stereo unspecified)
→ 11%, -2%, -7%, 0, -5, 0%
CCOC(=O)CCNC(=O)CNC(=O)OCc1ccccc1
→ 0%, 18%, 24%, -2, -8, 2%
CC(=O)Nc1ccc(C(=O)Nc2nc(-c3cccnc3)cs2)cc1
→ -17%, -3%, 0%, 15*, 21, 1%
COc1cccc(-c2c(C(=O)N/N=C(\C)c3ccncc3)nnn2-c2nonc2N)c1
→ 12%, 9%, 11%, -11, -6, 5%
O=C(NCCS(=O)(=O)c1ccc(Br)cc1)c1ccccc1
→ -3%, -1%, 14%, -3, -11, 9%
Cc1ccc(S(=O)(=O)CCCS(=O)(=O)c2ccc(C)cc2)cc1
→ 12%, 42%[activator], ?, 1, -18, 8%
CN(C)S(=O)(=O)c1cccc(NC(=O)COC(=O)CCC(=O)c2cccs2)c1
→ 14%, -3%, 5%, -1, 0, 7%
COc1cc([N+](=O)[O-])ccc1NC(=O)C[n+]1cccc(C(C)=O)c1
→ -25%, 8%, 33%[activator][5.75 µM], 9, 10, -15%
CCCCNC(=O)CSc1nnc(Cc2ccc(Cl)c(Cl)c2)c(=O)[nH]1
→ 19%, 44%, 34%[activator], -5, -9, -8%
O=C(COc1ccc(Cl)cc1Br)N1CCN(c2ncccn2)CC1
→ ?, ?, ?, ., ., .
Cc1ccccc1-n1c(SC(C)C(N)=O)nnc1-c1cccnc1 (stereo unspecified)
→ 29%, ?, ?, 1, 17, 0%

Additional compounds
Order of results: HCV inhibitor, Pf growth 48h, Pf growth 96h, Cycloheximide cs, Shiga toxin inh, FBPA Giardia inh
COc1ccc(-n2c(SCC(=O)Nc3ccc4c(c3)OCO4)nnc2C(C)N2CCCCC2)cc1 (stereo unspecified)
→ 3%, -24%, -16%, -3, -8, 6%
CCCCN(Cc1ccccc1)C(=O)C1CCN(S(=O)(=O)c2c(C)noc2C)CC1
→ 13%, ., ?, 2, 4, 3%
CC(NC(=O)CSc1nc(=O)cc(N)n1CCc1ccccc1)c1ccccc1 (stereo unspecified)
→ 14%, 29%, ?, -1, -16, 0%
Nn1c(SCC(=O)Nc2nc3ccccc3s2)nncc1=O
→ -1%, 13%, 55%[activator], 23*, 40, 0%
COc1cc(OC)cc(C(=O)NNC(=O)CN2C(=O)NC(C)(c3ccc(C)cc3)C2=O)c1 (stereo unspecified)
→ -4%[8.37 µM], 2%, 23%, ., ., .
COc1ccc(C(=O)NCCS(=O)(=O)N2CCN(Cc3ccccc3)CC2)cc1
→ 5%[8.37 µM], 8%, 6%, ., ., .
CCC(C)NC(=O)c1ccc(Cl)c(S(=O)(=O)Nc2ccccc2N2CCOCC2)c1 (stereo unspecified)
→ 5%, ?, ?, ., ., .
COc1ccc(OC)c(NC(=O)c2cccc(NC(=O)c3ccccc3C(=O)O)c2)c1
→ ?, ., 24%, -1, 10, -4%
C[C@H](NC(=O)[C@H](Cc1ccccc1)NC(=O)c1cc2cc(Cl)ccc2n1C)C(=O)O
→ 9%, 17%, 11%, -1, -1, 3%
CC(=O)Nc1ccc(NC(=O)c2c(C)nn(-c3ccccc3)c2Cl)cc1C
→ -11%, 7%, 14%, -2, 28, -1%
COc1cc([N+](=O)[O-])ccc1NC(=S)NNC(=O)CCC(=O)Nc1ccccc1Cl
→ -6%, 58%[activator], 23%, 33*, 28*, .
COC(=O)c1ccc(CN2C(=O)NC3(CCC(C)CC3)C2=O)cc1 (stereo unspecified)
→ -21%, -4%, -1%, 53*, 120*, 3%
COc1cc2c(cc1OC)[C@@]13CCN4CC5=CCO[C@H]6CC(=O)N2[C@H]1[C@H]6[C@H]5C[C@H]43
→ ?, -28%, ?, -3, -7, -2%
Cc1onc(-c2ccccc2Cl)c1C(=O)Nc1ccc(-n2nncc2C(C)(C)C)cc1
→ 1%, ?, 164%[activator], -2, -9, .
O=[N+]([O-])c1nn(-c2ccc3c(c2)OCCO3)n(O)c1=NCc1ccccc1Cl
→ -22%, 66%[activator], i, 46*, 90*, 0%

Entries from the list above that have a nitro group on carbon (four):
Order of results: HCV inhibitor, Pf growth 48h, Pf growth 96h, Cycloheximide cs, Shiga toxin inh, FBPA Giardia inh
O=C1c2cccc3c([N+](=O)[O-])ccc(c23)C(=O)N1c1ccccn1
→ ?, 0%, -12%, 3, 24, .
COc1cc([N+](=O)[O-])ccc1NC(=O)C[n+]1cccc(C(C)=O)c1
→ -25%, 8%, 33%[activator][5.75 µM], 9, 10, -15%
COc1cc([N+](=O)[O-])ccc1NC(=S)NNC(=O)CCC(=O)Nc1ccccc1Cl
→ -6%, 58%[activator], 23%, 33*, 28*, .
O=[N+]([O-])c1nn(-c2ccc3c(c2)OCCO3)n(O)c1=NCc1ccccc1Cl
→ -22%, 66%[activator], i, 46*, 90*, 0%

New compounds follow.
Order of results: HCV inhibitor, Pf growth 48h, Pf growth 96h, Cycloheximide cs, Shiga toxin inh, FBPA Giardia inh
NC(=O)C[C@@H]1NC(=O)c2cc([N+](=O)[O-])cc(F)c2NCCCC[C@@H](C(N)=O)NC(=O)[C@H](CO)NC1=O
→ 1%[8.37 µM], 13%, ?, 2, -14, -18%
O=C(Cn1cnc2c(nnn2Cc2ccc(Cl)cc2)c1=O)NC1CCCC1
→ ?, ?, ?, -4, 3, 7%
O=C(COc1ccc2ccccc2c1)Nc1nnc(-c2ccco2)s1
→ 26%, 10%, 61%[activator], -1, 4, 3%
CN(Cc1c(C(=O)N/N=C/c2ccc(F)cc2)nnn1-c1nonc1N)C1CCCCC1
→ -5%, -1%, 2%, -2, -2, 11%
CN(c1ccccc1)S(=O)(=O)c1cccc(C(=O)Nc2ncn[nH]2)c1
→ -1%, 3%, -8%, -2, -11, ?
CCc1cc2cc(C)cc(C)c2[nH]c1=S
→ 2%, 3%, 17%, 8, 37, -7%
C/C(CCCO)=N/Nc1ccc([N+](=O)[O-])cc1[N+](=O)[O-]
→ 2%, 18%, -1%, -3, -13, 0%
CN(C)c1cccc(C(=O)N2CCCC(C(=O)c3cc(F)ccc3F)C2)c1 (stereo unspecified)
→ 9%, ?, 30%[activator], -4, 22, -3%
O=C(NCC1CCCCC1)c1ccc(Br)o1
→ -1%, 8%, 3%, 3, -3, 1%
CCOC(=O)N1CCN(C(=O)c2cn(-c3ccc(C)c(C)c3)c(=O)c3ccccc23)CC1
→ 5%&8%, ?, 96%[activator], -2, 15, 2%
Cc1noc(C)c1CSCc1ccc(Cl)cc1
→ -5%, 10%, 8%, -1, 21, 6%
CN(CCO)c1c2c(nc3cc(-c4cccc(F)c4)nn13)CCCC2
→ -21%, 81%[activator], ?, 42*, 46, -10%
O=C(Cn1cnc2c(nnn2Cc2ccc(F)cc2)c1=O)N1CCCCC1
→ 10%, 1%, ?, 1, -3, 7%
Cc1nc(C)c(C(=O)NCc2ccccc2Cl)o1
→ -30%, ?, ., 10, 25, 3%
COc1ccc(OCc2cc(C(=O)NCC3CCCCO3)no2)c(Cl)c1 (stereo unspecified)
→ -14%, -9%, 23%, 46*, 74*, 3%

Next section.
Order of results: HCV inhibitor, Pf growth 48h, Pf growth 96h, Cycloheximide cs, Shiga toxin inh, FBPA Giardia inh
O=C(Nc1ccccc1C(=O)N1CCOCC1)C1CCCO1 (stereo unspecified)
→ 7%, -4%, ., -3, -15, 1%
COC(=O)c1ccccc1NC(=O)C1CCCCC1C(=O)O (stereo unspecified)
→ 15%, 7%, ?, -3, -6, 6%
CCCc1nn2c(N)c(/C=C3\C=Nc4ccccc43)c(=O)nc2s1
→ -23%&0%, -4%&13%, 12%&9%, 2&-3, 15&-5, -13%&-1%
O=c1cc(NCc2ccccc2)c2ccccc2o1
→ -3%, -12%, ?, -3, -8, -7%
CC(C)OCCCNC(=O)C(NC(=O)c1ccc(Cl)cc1)C(C)C (stereo unspecified)
→ -6%, 14%, 13%, 14, 23, 6%
COc1ccc(CCC(C)NCc2cccc(Br)c2)cc1 (stereo unspecified)
→ 6%, -7%, 8.3µM*, -1, -10, ?
Cc1ccc(-c2nn(CC(=O)NCCN3CCOCC3)c(=O)c3ccccc23)cc1
→ 6%, 10%, 2%, 1, 14, 0%
CCOc1ccc(CCNC(=O)CCCn2c(=O)c3cccn3c3cccnc32)cc1OCC
→ -2%, ?, -18%, -5, -1, 0%
CC(C)CC(c1nnnn1Cc1ccccc1)N1CCN(C(=O)c2ccco2)CC1 (stereo unspecified)
→ -5%, ?, 13%, -2, -7, -2%
Cc1nc(C(=O)NC2CCOCC2)sc1C1(C)CC(c2ccccc2)=NO1 (stereo unspecified)
→ 1%, 40%[activator], 33%[activator], 11*, 22, 2%
COc1ccc(/C=N/NC(=O)c2ccc(NC(C)=O)cc2)cc1COc1ccc(F)cc1F
→ -16%, 11%, 30%, -6, -6, 12%
COc1cc(CCC(=O)OCC(=O)Nc2cccc(S(=O)(=O)N(C)C)c2)cc(OC)c1OC
→ -13%, 14%, -4%, -4, -8, 4%
Cc1cccc(NC(=O)c2ccccc2NC(=O)c2ccccc2)n1
→ -30%, 0%, 0%, 6, 42, -5%
Cc1ccc(C(=O)N2CCC3(CC2)Oc2ccc(Cl)cc2C(=O)C32CC(c3ccccc3)=NO2)s1 (stereo unspecified)
→ 25%, ?, ?, -1, -5, -5%
Cc1ccc(NC(=O)CN(C)CC(=O)Nc2c(C)cccc2C)c(Br)c1
→ -2%, ?, ?, -2, -12, 4%

(further entries)
Order of results: HCV inhibitor, Pf growth 48h, Pf growth 96h, Cycloheximide cs, Shiga toxin inh, FBPA Giardia inh
CCOc1ccc(C(C)NC(=O)Nc2ccccc2C(=O)OC)cc1 (stereo unspecified)
→ ?, ., ?, -4, 17, 0%
COc1ccc(CCNC(=O)CSc2n[nH]c(C)c2[N+](=O)[O-])cc1OC
→ 6%, 23%, -22%, 8, 4, -4%
Cn1c(N)c(C(=O)COC(=O)c2ccccc2NCc2ccco2)c(=O)n(C)c1=O
→ ?, -17%, 0%, -2, -11, -3%
CCc1c(C(=O)c2ccc(Cl)cc2)oc2c(C)c3oc(=O)cc(C)c3cc12
→ 1%, 5%, 4%, -3, 2, 3%
COc1ccc(CN(Cc2nc3ccccc3c(=O)[nH]2)C(=O)C(C)(C)C)cc1
→ 23%, ?, 13%, -2, -15, -11%
COc1ccccc1NC(=O)COC(=O)C12CC3CC(CC(Cl)(C3)C1)C2
→ 18%, -3%, -32%[5.75 µM], -3, 6, -3%
CCCCNc1nc2ccccc2nc1NS(=O)(=O)c1cccs1
→ 18%, 1%, -16%, -2, 15, 10%
Cc1cc(C)c(C#N)c(SCS(=O)Cc2ccccc2)n1 (stereo unspecified)
→ ?, 24%, -10%, -1, -26, 0%
CC(=O)c1cccc(N2C(=NC(=O)COc3ccccc3)SC3CS(=O)(=O)CC32)c1 (stereo unspecified)
→ 10%, -13%, -20%, -2, -9, 10%
Cc1cccc(NC(=O)CSc2nnc(CSc3nc(C)cc(C)n3)o2)c1
→ 3%, 22%, 50%[activator], -2, -16, 0%
Nc1cc(=O)[nH]c(SCc2cccc3ccccc23)n1
→ -22%, ?, 39%[activator], 7, -12, -11%
